High-throughput results deposited in PubChem BioAssay by National Center for Advancing Translational Sciences (NCATS).
TbPYK inhibitor = T. brucei pyruvate kinase inhibition | TbPYK enzyme, Kinase-Glo Plus ATP luminescence, 45 min | Potency, µM (top dose mostly 76.8 µM), for inactives: at the highest dose activity, negative = inhibition, actives largely listed as inhibitors | hit rate 0.12% among 410,000 | AID 624173; further: potency means the concentration at half of the fitted maximal effect; nearly all actives have a fitted effect of over 50% in size
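Luminescence from Kinase-Glo Plus, added after a 45-minute room-temperature reaction, served as the end-point read-out. The enzyme and substrate were preincubated with compound before ADP (130 uM final) initiated turnover. Concentration-effect curves came from normalized qHTS data.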
AmpC inh no detg = blocks E. coli AmpC beta-lactamase in detergent-free assay; P00811; AmpC nitrocefin hydrolysis, absorbance 480 nm, 0.0001% Triton; Potency, µM (highest dose often 57.1 µM), for inactives: at the top dose activity change, negative = inhibition, usual class: inhibitors; hit rate 0.52% among 330,000;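 further: potency means the concentration at half of the fitted maximal effect; plate controls were no compound for no effect and no enzyme for full effect; nearly all actives have a fitted effect of over 20% in size; some results filed as inactive show a strong effect at the top dose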
Target sequence (P00811 whole entry, looked up): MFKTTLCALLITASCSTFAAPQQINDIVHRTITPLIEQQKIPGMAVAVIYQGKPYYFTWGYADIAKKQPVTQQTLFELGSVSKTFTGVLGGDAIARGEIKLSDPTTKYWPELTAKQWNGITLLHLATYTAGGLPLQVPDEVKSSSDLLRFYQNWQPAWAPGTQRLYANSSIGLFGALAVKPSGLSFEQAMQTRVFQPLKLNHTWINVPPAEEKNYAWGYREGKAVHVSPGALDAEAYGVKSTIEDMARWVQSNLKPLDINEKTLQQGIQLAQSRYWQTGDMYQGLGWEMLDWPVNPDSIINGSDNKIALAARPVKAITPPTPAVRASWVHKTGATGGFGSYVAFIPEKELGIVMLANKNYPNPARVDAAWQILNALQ
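AmpC (5.3 nM in the dispensed reagent) in 20 mM phosphate pH 7.0 with 0.01% (detergent screen) or 0.0001% Triton X-100 was preincubated with compounds for 15 min at room temperature. Nitrocefin was then added from an 800 uM solution, and hydrolysis was followed at 480 nm.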
Sm TGR inh = blocks Schistosoma mansoni thioredoxin glutathione reductase. hit rate 3% among 360,000. Q962Y6. Potency, µM (top dose mostly 114 µM), for inactives: at the highest dose activity change, negative = inhibition, hits mostly inhibitors. purified TGR, DTNB reduction, TNB absorbance 405 nm; further: potency means the concentration at half of the fitted maximal effect; nearly all actives have a fitted effect of over 60% in size
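TGR 20 nM + NADPH 100 uM (dispensed conc.), cpd preinc 15 min RT; start with NADPH (500 uM addition) then DTNB (15 mM addition). Kinetic TNB absorbance, 405 nm filter. Four-parameter Hill fit across titration.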
AmpC detergent = blocks E. coli AmpC beta-lactamase in detergent assay. AmpC hydrolysis of nitrocefin, absorbance 480 nm, 0.01% Triton. Potency, µM (top dose mostly 114 µM), for the others: top-dose activity change, negative = inhibition, actives largely listed as inhibitors. hit rate 0.041% among 370,000. AID 485294;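 further: potency means the concentration at half of the fitted maximal effect; 0% = no-compound wells and -100% = no-enzyme wells; nearly all actives have a fitted effect of over 25% in size; some results filed as inactive show a strong effect at the top dose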
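20 mM phosphate pH 7.0 + 0.01% (detergent screen) or 0.0001% Triton X-100; 5.3 nM AmpC reagent; cpd preinc 15 min RT; nitrocefin (800 uM stock) to start; A480 q20 s × 4 min; Activity was normalised to no-enzyme and no-compound control wells.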
AMA1 RON2 block = inhibitors of Plasmodium falciparum AMA1-RON2 interaction | AlphaScreen AMA1-biotinylated RON2 peptide binding | Potency, µM (series often up to 58.2 µM), without a hit: top-dose activity change, negative = inhibition, usual class: inhibitors | hit rate 0.2% among 360,000 | AID 720542;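 further: potency means the concentration at half of the fitted maximal effect; 0% = vehicle wells and -100% = peptide control; nearly all actives have a fitted effect of over 45% in size; some results filed as inactive show a strong effect at the top dose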
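AMA1 (3D7) with his tag at 25 nM final met compounds first, then biotinylated RON2 peptide at 25 nM; detection used donor plus acceptor beads, 10 µg/mL apiece, read by AlphaScreen after 30 min at room temperature.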
HCMV antiviral = human cytomegalovirus inhibition; HFF cells, HCMV-luciferase reporter, 72 h; active compounds read low; activity change, negative = inhibition, % at 57.5 µM; hit rate 4.5% among 410,000; in the data active means activity change below about -60%; inconclusive means no clear call, values can overlap the other calls; inactive means above about -39%
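Screen run at 2 compound doses on HFFs infected with reporter HCMV, MOI 1 PFU/cell. Luciferase activity from cell lysates at 72 h post infection gave inhibition relative to buffer-only and Salinomycin wells.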
LmPK inhibitor = LmPK (Leishmania mexicana) enzyme inhibition. AID 1721. hit rate 0.37% among 290,000. purified LmPK, Kinase-Glo ATP luminescence, 1 h. Potency, µM (series often up to 57.5 µM), inactives show at the top dose activity change, negative = inhibition, actives largely listed as inhibitors; further: potency means the concentration at half of the fitted maximal effect
Target sequence (Q27686 whole entry, looked up): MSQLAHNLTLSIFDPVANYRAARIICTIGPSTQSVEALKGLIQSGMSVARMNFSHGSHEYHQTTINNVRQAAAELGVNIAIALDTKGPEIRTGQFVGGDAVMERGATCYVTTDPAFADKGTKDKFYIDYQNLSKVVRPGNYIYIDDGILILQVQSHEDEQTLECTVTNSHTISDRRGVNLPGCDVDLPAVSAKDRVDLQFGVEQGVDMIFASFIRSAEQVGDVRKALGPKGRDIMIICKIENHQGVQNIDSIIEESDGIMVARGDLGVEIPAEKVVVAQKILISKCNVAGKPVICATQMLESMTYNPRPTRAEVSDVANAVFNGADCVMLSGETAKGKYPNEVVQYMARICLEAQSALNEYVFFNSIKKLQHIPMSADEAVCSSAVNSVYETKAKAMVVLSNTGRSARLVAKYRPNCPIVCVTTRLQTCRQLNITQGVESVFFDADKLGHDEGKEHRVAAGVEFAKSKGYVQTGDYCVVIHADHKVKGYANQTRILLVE
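qHTS format; LmPK 0.1 nM; substrates PEP 0.5 mM and ADP 0.1 mM. One-hour room-temperature incubation, then coupled luciferase luminescence; 0.5 nM enzyme wells mark activation.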
* = called active by the depositor; [ ] = dose if it differs, or a comment. Unless noted, the call rests on the fitted dose curve; in most records, active means well fitted curve in the direction sought with a large enough effect; inconclusive means small, poorly fitted or top-dose-only effect, or another doubt; inactive means no such curve, though single readings can be large; an effect the other way counts as inactive or inconclusive. Unless noted, on the % scale 0 is the no-effect control and ±100 the full control effect. Rows are unselected. About 7.4% of those tested had a hit in this group.

`COCc1cc(=O)[nH]c2cc(NC(=O)C(F)(F)F)c(C)cc12` gave TbPYK inhibitor 5.3%, AmpC inh no detg 1.7%, Sm TGR inh -0.5%, AmpC detergent 7.7%, AMA1 RON2 block 2.0%, HCMV antiviral 35.0 and LmPK inhibitor 0.5%.
O=C(CCNS(=O)(=O)c1ccc2c(c1)CCCC(=O)N2)Nc1cccc(Cl)c1 was read as TbPYK inhibitor -5.2%, Sm TGR inh 3.8%, AmpC detergent 16.4% and HCMV antiviral -9.2.
O=C(COc1ccccc1)NCc1ccccc1 was read as TbPYK inhibitor 4.1%, AmpC inh no detg -20.5%, Sm TGR inh 1.0%, AmpC detergent 1.2%, AMA1 RON2 block 30.0%, HCMV antiviral inconclusive and LmPK inhibitor -6.4%.
Screening CC(C)CN(C(=O)CSc1nnnn1-c1ccccc1)c1c(N)n(CC(C)C)c(=O)[nH]c1=O returned TbPYK inhibitor -5.5%, AmpC inh no detg 6.1%, Sm TGR inh 22.6%, AmpC detergent -0.8%, AMA1 RON2 block 3.3%, HCMV antiviral -35.0 and LmPK inhibitor 6.0%.
`O=C(Nc1ccccc1)c1ccc[n+](Cc2ccc([N+](=O)[O-])cc2)c1` gave TbPYK inhibitor -11.4%, AmpC inh no detg -33.5%, Sm TGR inh 19.1%, AmpC detergent inconclusive, AMA1 RON2 block -7.0%, HCMV antiviral 26.4 and LmPK inhibitor 7.0%.
For COc1cc(C2c3c(-c4c(C)cc(C)cc4O)n[nH]c3C(=O)N2Cc2ccco2)cc(OC)c1OC (centres undefined) the results were TbPYK inhibitor -1.7%, Sm TGR inh -6.4%, AmpC detergent -0.5% and HCMV antiviral -5.3.
CC(C)(CNC(=O)c1ccc(S(=O)(=O)Nc2ccccc2F)cc1)N1CCOCC1 was read as TbPYK inhibitor 7.3%, AmpC inh no detg -3.2%, Sm TGR inh 6.0%, AmpC detergent -11.6%, AMA1 RON2 block 36.8%[activator] and HCMV antiviral -27.7.
For CN1CCN(C(=O)c2cc(Cl)cc(Cl)c2)CC1 the results were TbPYK inhibitor 1.2%, AmpC inh no detg -13.5%, Sm TGR inh 4.9%, AmpC detergent -10.5%, AMA1 RON2 block -3.6%, HCMV antiviral 10.3 and LmPK inhibitor -6.6%.
For CCN(CC)C(=O)Oc1ccc2oc(=O)cc(-c3cc4cccc(OC)c4o3)c2c1 the results were TbPYK inhibitor -0.1%, AmpC inh no detg 20.4%, Sm TGR inh 2.2%, AmpC detergent -11.0%, AMA1 RON2 block -4.4%, HCMV antiviral 10.3 and LmPK inhibitor 3.9%.
Screening COc1cc(C(O)c2nc(-c3cccs3)cs2)ccc1F (centres undefined) returned TbPYK inhibitor -11.1%, AMA1 RON2 block -3.7% and HCMV antiviral -6.5.
Screening Cc1occc1-c1nnc(SCC(N)=O)o1 returned TbPYK inhibitor -5.6%, AmpC inh no detg -10.4%, Sm TGR inh -1.2%, AmpC detergent 0.4%, AMA1 RON2 block 0.2%, HCMV antiviral inconclusive and LmPK inhibitor -2.0%.
For CCC(C)(O)C(=O)N[C@H]1CCCN1C(=O)/C=C/c1ccccc1 (some centres undefined) the results were TbPYK inhibitor 2.2%, AmpC inh no detg -0.1%, AMA1 RON2 block 4.8% and HCMV antiviral 39.2.
`CSc1ncccc1C(=O)OCC(=O)N(C)C` gave TbPYK inhibitor 1.9%, AmpC inh no detg -25.7%, Sm TGR inh 16.4%, AmpC detergent 0.9%, AMA1 RON2 block -8.3%, HCMV antiviral 6.9 and LmPK inhibitor 10.0%.
For COc1ccccc1C(=O)N/N=C1/NC(=O)CC(C(=O)Nc2ccccc2)S1 (centres undefined) the results were TbPYK inhibitor 5.6%, AmpC inh no detg -20.3%, Sm TGR inh 2.8%, AmpC detergent 0.7%, AMA1 RON2 block 87.2%[activator], HCMV antiviral 50.8 and LmPK inhibitor 0.5%.
Screening COc1ccc(C)cc1NC(=O)C1CCN(C(=O)Cc2ccccc2)CC1 returned TbPYK inhibitor 1.1%, AmpC inh no detg 48.8%, Sm TGR inh 9.1%, AmpC detergent 5.8%, AMA1 RON2 block -8.9%, HCMV antiviral -18.9 and LmPK inhibitor 6.4%.
Screening COC(=O)[C@H]1C[C@@H]1[C@H](NC(=O)c1cc(C)on1)c1ccccc1 returned TbPYK inhibitor 4.3%, AmpC inh no detg 23.4%, Sm TGR inh 3.0%, AmpC detergent -3.4%, AMA1 RON2 block -3.9%, HCMV antiviral 31.1 and LmPK inhibitor -3.1%.
`Cn1cnnc1SCc1ccc(F)c2ccccc12` gave TbPYK inhibitor 0.5%, AmpC inh no detg -12.4%, Sm TGR inh 0.0%, AmpC detergent -15.0%, AMA1 RON2 block 10.2%, HCMV antiviral -22.3 and LmPK inhibitor -4.1%.
`CC1CC1C(=O)OCC(=O)NCc1ccc(Cl)cc1Cl` (centres undefined) gave TbPYK inhibitor -2.3%, AmpC inh no detg 0.0%, Sm TGR inh -0.1%, AmpC detergent 8.0%, AMA1 RON2 block -12.1%, HCMV antiviral 21.6 and LmPK inhibitor -1.9%.
CCOC(=O)CC(=O)CSc1nc2c(sc(=S)n2-c2ccc(C)c(C)c2)c(=O)[nH]1 was read as TbPYK inhibitor -3.0%, AmpC inh no detg -23.4%, Sm TGR inh -4.8%, AmpC detergent 0.0%, AMA1 RON2 block 16.2%, HCMV antiviral -13.7 and LmPK inhibitor 0.1%.
`O=C(NCc1cccc(C(F)(F)F)c1)c1ccc2nc([C@@H]3O[C@H](CO)[C@@H](O)[C@H]3O)[nH]c2c1` gave TbPYK inhibitor -4.7%, AMA1 RON2 block -4.4% and HCMV antiviral 11.3.
CC(=O)NC1C(=O)N=C(SCC(=O)Nc2sc3c(c2C#N)CCCCCC3)NC1=O (centres undefined) was read as TbPYK inhibitor -1.8%, AmpC inh no detg -33.9%, Sm TGR inh -10.8%, AmpC detergent -3.4%, AMA1 RON2 block 10.5%, HCMV antiviral -37.3 and LmPK inhibitor 1.4%.
For CN1CCc2nc(NC(=O)c3cccc(S(=O)(=O)N4CCc5ccccc54)c3)sc2C1 the results were TbPYK inhibitor -0.1%, AmpC inh no detg 151.2%[activator], Sm TGR inh -5.0%, AmpC detergent 2.4%, AMA1 RON2 block -5.5%, HCMV antiviral 20.8 and LmPK inhibitor 1.1%.
Screening CCN(CC(=O)Nc1ccc(NC(C)=O)cc1)C(=O)c1ccc(N2CCC(C)CC2)c([N+](=O)[O-])c1 returned TbPYK inhibitor 3.3%, AmpC inh no detg 124.7%[activator], Sm TGR inh 5.3%, AmpC detergent 1.7%, AMA1 RON2 block -3.7% and HCMV antiviral -25.8.
O=C1C=C(NCCc2ccccc2)C2(CCCCC2)O1 was read as TbPYK inhibitor 0.0%, AmpC inh no detg -6.6%, Sm TGR inh -0.5%, AmpC detergent 4.9%, AMA1 RON2 block -22.8%, HCMV antiviral -39.1 and LmPK inhibitor 1.3%.
Screening Cc1cc(=O)[nH]c2c1c(C)nn2C1CCCC1 returned TbPYK inhibitor -3.8%, AmpC inh no detg -10.6%, Sm TGR inh 1.0%, AmpC detergent -6.0%, AMA1 RON2 block -9.7%, HCMV antiviral 23.4 and LmPK inhibitor -1.4%.
`COc1ccc(NC(=O)/C(=C\c2ccc(OS(=O)(=O)c3ccc(C)cc3)cc2)NC(=O)c2ccccc2)cc1` gave TbPYK inhibitor 5.0%, AmpC inh no detg -21.3%, Sm TGR inh -5.1%, AmpC detergent -9.8%, AMA1 RON2 block 5.7%, HCMV antiviral 38.2 and LmPK inhibitor 2.0%.
`Cc1ccc(/C=C2\SC(N3CCCC3)=NC2=O)cc1` gave AmpC inh no detg -15.7%, AmpC detergent -0.3%, HCMV antiviral -5.6 and LmPK inhibitor -1.1%.
Screening O=S(=O)(c1ccc(S(=O)(=O)N(Cc2ccco2)Cc2ccccc2Cl)cc1)N1CCCC1 returned TbPYK inhibitor -9.0%, AmpC inh no detg -10.1%, Sm TGR inh -24.6%, AmpC detergent 2.2%, AMA1 RON2 block -2.9%, HCMV antiviral 20.3 and LmPK inhibitor 5.8%.
COC(=O)c1ccc(OCCCCN(C)Cc2ccccc2)cc1 was read as TbPYK inhibitor 33.6%, AmpC inh no detg 1.6%, Sm TGR inh -3.7%, AmpC detergent -2.8%, AMA1 RON2 block inconclusive, HCMV antiviral -32.5 and LmPK inhibitor -0.8%.
Screening COC(=O)c1ccc(CNC(=O)c2ccc3c(c2)OCCO3)cc1 returned TbPYK inhibitor -7.2%, AmpC inh no detg -12.7%, Sm TGR inh -18.6%, AmpC detergent -7.1%, AMA1 RON2 block 8.6%, HCMV antiviral 9.9 and LmPK inhibitor 1.8%.
Screening O=C(CSc1nnnn1-c1cccc(O)c1)NC1CC1 returned TbPYK inhibitor -2.3%, AmpC inh no detg 2.2%, Sm TGR inh 0.2%, AmpC detergent -4.0%, AMA1 RON2 block -9.0%, HCMV antiviral 43.1 and LmPK inhibitor -0.9%.
CCC(C)C(=O)OC1CCC=C2C=CC(C)C(CCC3CC(O)CC(=O)O3)C21 (centres undefined) was read as TbPYK inhibitor -9.1%, AMA1 RON2 block -6.9% and HCMV antiviral -97.1*.
`Cc1ccc(C(=O)c2ccccc2C(=O)O)s1` gave TbPYK inhibitor 3.7%, AmpC inh no detg -12.9%, Sm TGR inh -30.8%, AmpC detergent 0.4%, AMA1 RON2 block -24.4%, HCMV antiviral 0.9 and LmPK inhibitor 1.7%.
For CCOC(=O)C1CCCN(CCC(=O)Nc2ccc(Br)c(C)c2)C1 (centres undefined) the results were TbPYK inhibitor 4.0%, AmpC inh no detg 54.7%, Sm TGR inh -9.1%, AmpC detergent inconclusive, AMA1 RON2 block 2.0%, HCMV antiviral 31.1 and LmPK inhibitor -4.0%.

Two records drawn at random from those above, as already listed:
COC(=O)c1ccc(OCCCCN(C)Cc2ccccc2)cc1 was read as TbPYK inhibitor 33.6%, AmpC inh no detg 1.6%, Sm TGR inh -3.7%, AmpC detergent -2.8%, AMA1 RON2 block inconclusive, HCMV antiviral -32.5 and LmPK inhibitor -0.8%.
Screening Cc1cc(=O)[nH]c2c1c(C)nn2C1CCCC1 returned TbPYK inhibitor -3.8%, AmpC inh no detg -10.6%, Sm TGR inh 1.0%, AmpC detergent -6.0%, AMA1 RON2 block -9.7%, HCMV antiviral 23.4 and LmPK inhibitor -1.4%.
